Compound activity from PubChem.
SSB-PriA inh = K. pneumoniae PriA-SSBct interaction inhibition; AlphaScreen SSBct-PriA binding, biotinylated peptide; inhibition, % at 33 µM; 430,000 compounds, 0.6% hits; in the data active = inhibition mostly above about 37%, no sharp cut-off; inactive = mostly below about 20%;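 note: plate controls were negative control peptide for no effect and reference peptide for full effect; strong numbers were not always called active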
* hit, by the source's call; & = joins results of further samples. Only part of the results is shown. The share of hits here may be higher or lower than overall.

Compound,SSB-PriA inh
O=C(NCc1ccccc1)C1CCN(c2cc(C3CC3)ncn2)CC1,-1
COc1cccc(N/C=C(\C#N)C(=O)NCc2ccccc2)c1,-3
COC(=O)c1ccc(C(=O)N(CCCN(C)C)c2nc3ccc(Br)cc3s2)cc1,-9
Cc1cc(SCC(=O)NN=Cc2ccc(O)c(O)c2)c(C)cc1Br,3
Cc1cc(NC(=O)/C=C/c2ccc([N+](=O)[O-])s2)no1,-7
O=C(Nc1cccc(C(F)(F)F)c1)C1CNC1,-5
Cc1nnc(NC(=O)CSc2[nH]c(=O)ncc2C)s1,1
O=c1ccc(-c2ccco2)nn1CCNS(=O)(=O)c1ccc2c(c1)CCCC2,-8
COc1ccc2cc(C3(C)NC(=O)N(CCS(=O)(=O)Oc4ccccc4)C3=O)ccc2c1 (stereo not given),1
O=c1c2ccccc2nc(SCc2nc(-c3cccc(Br)c3)no2)n1Cc1ccco1,2
COc1ccc(-c2ccc(=O)n(CCNS(=O)(=O)c3cc(C)c(OC)c(C)c3C)n2)cc1,4
O=C(/C=C/c1ccco1)Nc1ccc(S(=O)(=O)Nc2nccs2)cc1,8
Cc1ccc(-c2nc3scc(CCNS(=O)(=O)N(C)C)n3n2)cc1,-4
CC(=O)c1cccc(NC(=O)Cn2cccc(-c3nc(-c4ccc(Br)cc4)no3)c2=O)c1,-1
Cc1cccc(NC(=O)CCC(=O)NN=Cc2ccco2)c1C,-15
COc1ccc(-c2cc3c(SCC(=O)NCc4ccc(F)cc4)nccn3n2)cc1,-17
O=C(NCc1nn(C2CCCC2)c(=O)c2ccccc12)C1(c2cccs2)CCCC1,-3
CCCn1c(C2CCCO2)nc2ccccc21 (stereo not given),3
Cc1ccc(C=Nn2c(C)cc(C)c(C#N)c2=O)o1,-13
c1ccc(C2CC(=NN3CCOCC3)c3ccccc3O2)cc1 (stereo not given),-17
CCS(=O)(=O)c1ccccc1C(=O)Nc1ccc2ncsc2c1,-21
COc1ccc(OC)c(Nc2ccnc3c2c(=O)n(C)c(=O)n3C)c1,6
CCC(=O)Nc1ccc(SCC(=O)Nc2ccc(OC)c(OC)c2)nn1,2
CC(=O)Nc1cccc(NC(=O)Cn2c(-n3nc(C)cc3C)nc(C)c(C)c2=O)c1,1
O=C(NCc1nnnn1-c1ccccc1)c1ccc(S(=O)(=O)N2CCCC2)cc1,-18
Cc1cc(C(=O)NCC2(O)CCCC2)c(C)o1,-15
O=C(NC(Sc1ncccn1)C(=O)c1ccccc1)c1ccccc1 (stereo not given),13
Cc1ccc(NC(=O)Cn2c(C)cc(C)c(-c3nc(-c4cccc(Cl)c4)no3)c2=O)cc1C,-6
O=C(CCS(=O)(=O)c1ccc(F)cc1)Nc1ccc([N+](=O)[O-])cc1,2
O=C(NCCC1=CCCCC1)C(=O)NCCN1CCN(c2ccc(F)cc2)CC1,-15
Cc1nc(NC(=O)CSc2nnc(CCc3nc4ccccc4[nH]3)o2)sc1C(=O)N(C)C,-4
Cc1nc2oc(-c3ccccc3)nc2cc1NC(=O)CCS(=O)(=O)c1ccccc1,-24
O=S(=O)(c1ccccc1)c1cnc2ccc(F)cc2c1Nc1ccc(F)cc1,-14
O=C1CC2(CCN(C(=O)c3cnccn3)C2)Oc2ccccc21 (stereo not given),-11
N#CCC(=O)NN=Cc1ccc(OCc2ccccc2)cc1,-8
CC(=NNC(=O)c1c(Br)cnn1C)c1ccc(NC(=O)c2ccc(F)cc2)cc1,-3
CS(=O)(=O)c1cccc(-c2nnc(NC(=O)c3ccccc3Cl)o2)c1,-8
Cc1cc(C)c(S(=O)(=O)NCCc2ccc3c(c2)CCCN3C)cc1C,40*
CCc1c(C)nc2n(c1=O)C[C@H](C(=O)N1CCN(Cc3ccccn3)CC1)CS2,-16
Cc1nnc(C2CCCN(C(=O)CC(C)(C)C)C2)s1 (stereo not given),0
COc1ccc(CCC(=O)NCCn2nc(C3CC3)cc2C2CC2)cc1,2
COc1cc(C(=O)NCCn2ncc3c(=O)n(Cc4ccccc4F)cnc32)c([N+](=O)[O-])cc1OC,-2
CN(C(=O)CON=Cc1ccc(Cl)cc1)c1ccccc1,0
O=[N+]([O-])c1ccc(C=Nn2c(CO)nc3ccccc32)s1,7
CC(C)(C)c1cc(C(=O)Nc2nc(-c3ccccc3)ns2)cc(C(C)(C)C)c1,-9&7
O=C(CSc1nnc(-c2c[nH]c3ccccc23)n1-c1ccc(F)cc1)N1CCCCC1,-4
O=C(NCCC1=CCCCC1)C(=O)NCC1CCN(c2ccccn2)CC1,-27
COc1cc[n+](OC(=O)N2CCCCC2)c(C)c1,-4
COc1cc2c(cc1OC)CN(C(=O)CSc1ncnc3sc4c(c13)CCC4)CC2,-8
O=C(CSc1nnc(CNC(=O)C23CC4CC(CC(C4)C2)C3)n1-c1ccccc1Cl)c1ccccc1,6
Cc1ccc2[nH]c3c(=O)n(CCC(=O)N4CCN(c5cc(Cl)ccc5C)CC4)cnc3c2c1,-13
COc1ccc(C=NNC(=O)c2ccc([N+](=O)[O-])cc2)cc1COc1c(F)c(F)cc(F)c1F,-22
CC(C)=CCCC(C)(O)C1CC[C@]2(C)C1[C@H](O)CC1[C@@]3(C)CC[C@H](O[C@@H]4O[C@H](CO)[C@@H](O)[C@H](O)[C@H]4O[C@@H]4O[C@H](CO)[C@@H](O)[C@H](O)[C@H]4O)C(C)(C)C3CC[C@]12C (stereo not given in full),-5
COCCN(Cc1ccoc1)C(=O)C(C)(C)Oc1ccc(Cl)cc1,2
CS(=O)(=O)N1CCCC(C(=O)Nc2ccc(-c3nc4ccccc4o3)cc2)C1 (stereo not given),0
Cc1nc(C)c(CNC(=O)C2CC(=O)N(c3ccc(C)c(C)c3)C2)s1 (stereo not given),-11
O=C(COc1ccc(Cl)cc1)Nc1cccc(-c2cn3c(n2)SCC3)c1,12
Cc1c(C(=O)Nc2c(N)nc(SCc3cccc(Cl)c3)[nH]c2=O)cccc1[N+](=O)[O-],21
CC(=NNC(=O)c1cc(Br)ccc1O)c1cccs1,-13
CCC(C(=O)NCc1ccc2c(c1)cc(C)n2C)c1ccccc1 (stereo not given),-4

As entered above.
`CC(=NNC(=O)c1c(Br)cnn1C)c1ccc(NC(=O)c2ccc(F)cc2)cc1` in SSB-PriA inh shows -3
`O=C(/C=C/c1ccco1)Nc1ccc(S(=O)(=O)Nc2nccs2)cc1` in SSB-PriA inh shows 8
`COc1cccc(N/C=C(\C#N)C(=O)NCc2ccccc2)c1` in SSB-PriA inh shows -3
`O=[N+]([O-])c1ccc(C=Nn2c(CO)nc3ccccc32)s1` in SSB-PriA inh shows 7
`c1ccc(C2CC(=NN3CCOCC3)c3ccccc3O2)cc1` (stereo not given) in SSB-PriA inh shows -17
`Cc1ccc2[nH]c3c(=O)n(CCC(=O)N4CCN(c5cc(Cl)ccc5C)CC4)cnc3c2c1` in SSB-PriA inh shows -13

(cont.)
Compound,SSB-PriA inh
CS(=O)(=O)c1ccc(Nc2nc(CC(N)=O)cs2)cc1,0
O=c1c2ccccc2c(-c2nc(-c3cccc(C(F)(F)F)c3)no2)nn1-c1ccc(F)cc1,5
CN(c1ccccc1)S(=O)(=O)c1ccc(C(=O)Nc2nc(-c3ccccn3)cs2)cc1,52*
COc1cn(CC(=O)NCc2ccc(F)cc2)c(CN2CCCCCC2)cc1=O,-15
COc1ccc(-c2c(-c3ccc(O)cc3O)n[nH]c2C(F)(F)F)cc1OC,-2
O=C(NCCCn1nc(-c2cccs2)ccc1=O)Nc1ccc(F)cc1,-11
O=C(Nc1ccc(F)cc1)N1CCC(Cn2ccnc2-c2ccccc2)CC1,-10
O=C(Nc1nc2ccc(F)cc2s1)c1ccc(-c2nc3ccccc3s2)s1,-9
CCCS(=O)(=O)NCC#CCN(C(C)C)C(C)C,-11
Cc1ccccc1Cn1cnc2c(cnn2CCNC(=O)c2c(F)cccc2Cl)c1=O,3
COc1cc(C=NNC(=O)Cn2c([N+](=O)[O-])cnc2C)ccc1OC(=O)N(C)C,1
C=CCSC(=Nn1cnc2ccccc2c1=O)N1CCCCC1,-5
Cc1ccc(S(=O)(=O)N(C)CCCC(=O)Nc2ccc3c(c2)Cc2ccccc2-3)cc1,5
CCOc1ccccc1NC(=O)N1CC(Oc2cc(C)oc(=O)c2)C1,0
Cc1ccc(NC(=O)Cn2c(COc3cccc(C)c3)nc3ccccc32)cc1,-21
NC(=NOC(=O)COc1ccccc1Cl)c1ccccn1,-13
COC(=O)N1CCC(CNC(=O)C(=O)Nc2ccc3c(c2)CCCN3C(=O)c2cccs2)CC1,-19
CC(C)Oc1ccc(C(O)=C2C(=O)C(=O)N(CCN3CCNCC3)[C@H]2c2cccs2)cc1,-2
O=C(CSCc1ccccc1)N1CCN(c2cc(C(F)(F)F)ncn2)CC1,-12
CC(C)Oc1ccc(C(=O)NCCn2ncc3c(=O)n(Cc4ccc([N+](=O)[O-])cc4)cnc32)cc1,0
CCOC(=O)c1sc(NC(=O)CN2C(=O)c3ccccc3C2=O)c(C(=O)OCC)c1C,-7
COc1ccc(CCS(=O)(=O)Nc2ccc3c(c2)N(C)C(=O)C(C)(C)CO3)cc1,11
Cc1cccc(C(N)=NOC(=O)COc2ccc(Cl)c(C)c2)c1,2
O=C1CCSCC(C(=O)NCCc2ccc(F)cc2)N1 (stereo not given),5
CCOC(=O)N1CCN(C(=O)CSc2nnc(NC(=O)NC(C)(C)C)s2)CC1,-8
Cn1cc([C@@H](O)CNC(=O)C(=O)Nc2ccc(F)c(Cl)c2)c2ccccc21,-2
COc1ccc(C(O)=C2C(=O)C(=O)N(CCN(C)C)C2c2ccc(F)cc2)cc1Cl (stereo not given),-6
COc1ccc(S(=O)(=O)CCCC(=O)Nc2sccc2C(N)=O)cc1,-3
CCOc1ccc(-c2cc3c(=O)n(Cc4nc(-c5cccc(C(F)(F)F)c5)no4)ccn3n2)cc1,-4
Cc1cccc(-n2ncc3c(=O)n(Cc4cccc5ccccc45)cnc32)c1C,-2
COc1ncccc1C(=O)N[C@H]1CCN(c2ccc(C(F)(F)F)cn2)C1,-5
COc1ncccc1C(=O)OC1CN(c2nc3c(C)cccc3s2)C1,-10
Cc1cccc2sc(OC3CN(S(=O)(=O)c4ccc5c(c4)OCCO5)C3)nc12,3
O=C(CSc1nccn2nc(-c3ccccc3)cc12)Nc1ccccc1Cl,-12
CCCN1CCCc2cc(CCNS(=O)(=O)Cc3cccc(Cl)c3)ccc21,55*
CCc1nnc2ccc(N3CCN(S(=O)(=O)c4ccc(OC)cc4OC)CC3)nn12,-13
COCCNC(=O)NC1CCC(Oc2ncccn2)CC1 (stereo not given),-12
Clc1ccc2nc(-c3c(N4CCCCC4)nc4ccc(Cl)cc4c3-c3ccccc3)cc(-c3ccccc3)c2c1,-2
O=C(CN1C(=O)CCC1=O)N1CCC(c2ccccn2)C1 (stereo not given),-17
O=C(Nc1ccccc1I)c1ccc2c(c1)OCCO2,-6
O=c1c2[nH]c3ccccc3c2nc(SCCC2OCCO2)n1-c1ccccc1F,12
O=c1c2sccc2nc(SCc2nc(-c3ccc4c(c3)OCO4)no2)n1Cc1ccccc1,1
COCCNC(=O)Cc1ccc(NC(=O)Cc2ccc(OC)c(OC)c2)cc1,19
O=S(=O)(Cc1ccc(F)cc1)N1CCCN(CCn2cccn2)CC1,-5
O=C(O)CCCn1c(=S)[nH]c2cc3c(cc2c1=O)OCO3,-15
COCCn1cc(NC(=O)Nc2ccc(C(F)(F)F)cc2)c2ccccc21,40
COc1ccc(NC(=O)C(=O)NCCc2ccc(N(C)C)cc2)cc1OC,-20
Cc1nnc(NC(=O)CN2CC(c3nc(-c4cccc(C(F)(F)F)c4)no3)C2)s1,-31
Cc1ccc(Nc2nc(Nc3ccccc3F)nc(N3CCOCC3)n2)cc1C,-2
COc1cc(C(=O)Nc2nc(-c3cc4ccccc4oc3=O)cs2)cc(OC)c1OC,-11
CN(C)c1ccc(C(=O)N2CCC(S(C)(=O)=O)CC2)cc1,-15
Cc1nc(-c2ccccc2Cl)sc1CNC(=O)C1CCCO1 (stereo not given),-13
O=c1cnnc(NN=Cc2ccccn2)[nH]1,71*
Cc1nc(Nc2ccc(NC(=O)Nc3cccc(F)c3C)cc2)cc(-n2ccnc2)n1,-18
CCN(CC)c1ccc(C=NNC(=O)CNC(=O)c2ccccn2)cc1,10
NC(=O)NN=Cc1ccccc1OC(=O)c1ccccc1Br,-13
CC[C@H](Sc1nncn1C)C(=O)Nc1nnc(-c2ccc(OC)cc2OC)s1,-1
CCOC(=O)c1ccsc1NC(=O)/C=C\C(=O)O,2
Nc1nc(CN2C(=O)c3ccccc3C2=O)cs1,-10
CC1(C(=O)NN=Cc2c(F)c(F)c(F)c(F)c2F)CC1(Cl)Cl (stereo not given),-8

Remaining list, next part:
Compound,SSB-PriA inh
O=C(CSc1ccccc1)N(CCCn1ccnc1)c1nc2c(Cl)cccc2s1,1
COc1ccc(CCNC(=O)CSc2ccc(NC(C)=O)nn2)cc1,-24
O=S(=O)(NCCN1CCN(c2ccc(F)cc2)CC1)c1ccc(Cl)s1,2
CC(=NNC(=O)c1ccccc1O)c1ccc(Br)s1,-10
CC(=NNc1nccnc1Cl)c1ccc(F)cc1,-5
O=C(CNS(=O)(=O)c1ccccc1F)NC1CCN(c2nccs2)CC1,19
CCOc1ccccc1C(=O)Nc1nnc(-c2cc(OC)ccc2OC)s1,-26

6 structures already listed, ordered by SMILES length, rising.
Compound,SSB-PriA inh
CC(=NNc1nccnc1Cl)c1ccc(F)cc1,-5
CC(=NNC(=O)c1ccccc1O)c1ccc(Br)s1,-10
COc1ccc(CCNC(=O)CSc2ccc(NC(C)=O)nn2)cc1,-24
CCOc1ccccc1C(=O)Nc1nnc(-c2cc(OC)ccc2OC)s1,-26
CC1(C(=O)NN=Cc2c(F)c(F)c(F)c(F)c2F)CC1(Cl)Cl (stereo not given),-8
O=C(CSc1ccccc1)N(CCCn1ccnc1)c1nc2c(Cl)cccc2s1,1
